PP1 counter – PP1-alpha (human) inhibition in PP5 counter-screen; P62136; purified PP1alpha, OMFP fluorescence; inhibition, % at 6.7 µM; 0.9% of 320,000 active; AID 2235;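 active = inhibition above the mean inhibition of all tested compounds plus 3 SD, computed separately for each screening campaign, cut at about 15% in these data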
Efflux pump mplx – blocks antifungal efflux pumps in multiplex yeast assay; S. cerevisiae Candida pump triplex, Nile Red efflux; inhibition, % at 10 µM; 0.44% of 330,000 active;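 active = plate passing quality check with inhibition over a set limit, or well fluorescence over plate mean plus 4 SD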;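 note: Nile Red retained in pooled yeast measured as flow cytometry median fluorescence; 0% = buffer negative control and 100% = Enniatin B positive control; higher means more Nile Red kept so more efflux inhibition; some compounds called inactive have numbers as strong as hits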
proCasp7 act – counter-screen: procaspase-7 (human) activation. recombinant procaspase-7, Ac-DEVD-pNA absorbance 405 nm; D23A/D198A/D206A triple mutant, cannot self-cleave; scale: DMSO 0, 5 µM enzyme 100. activation, % at 8.5 µM. 0.093% of 330,000 active. AID 463210;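 active = percent activation above the screen-wide mean plus 3 SD, cut at about 25% in these data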
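Material: Procaspase-7 triple mutant (PC-7 D3A) | Quantity: 2 µM procaspase-7 mutant as dispensed | Reagent: DEVD-pNA substrate | Times: 1 h preincubation, 2 h reaction | Technique: 405 nm absorbance of p-nitroaniline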
Fh CTSL1 inh – cathepsin L1 inhibition, PFM18AAP counter-screen; recombinant F. hepatica cathepsin L1, Z-Leu-Arg-MCA fluorescence; inhibition, % at 5.96 µM; 0.49% of 300,000 active;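 active = inhibition above the mean of all tested compounds plus 3 SD, set per screening campaign, cut at about 17% in these data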;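 note: 0% = plate median of test compound wells and 100% = 1 µM Z-Phe-Ala-diazomethylketone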
JMJD2C inh – blocks human GASC-1 demethylase activity. 0.069% of 330,000 active. inhibition, % at 2.35 µM. AID 2099. GST-JMJD2C(1-420) H3K9me3 demethylation, DELFIA europium. Q9H3R0;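 active = more than half of a compound's replicate wells show inhibition beyond 50%, single wells judged on their own value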;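 note: signal counts dimethyl H3K9 product captured on neutravidin plate; 0% = median of DMSO wells and 100% = 0.3 times that DMSO median; strong numbers were not always called active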
Target sequence (Q9H3R0 1-420 limits assumed): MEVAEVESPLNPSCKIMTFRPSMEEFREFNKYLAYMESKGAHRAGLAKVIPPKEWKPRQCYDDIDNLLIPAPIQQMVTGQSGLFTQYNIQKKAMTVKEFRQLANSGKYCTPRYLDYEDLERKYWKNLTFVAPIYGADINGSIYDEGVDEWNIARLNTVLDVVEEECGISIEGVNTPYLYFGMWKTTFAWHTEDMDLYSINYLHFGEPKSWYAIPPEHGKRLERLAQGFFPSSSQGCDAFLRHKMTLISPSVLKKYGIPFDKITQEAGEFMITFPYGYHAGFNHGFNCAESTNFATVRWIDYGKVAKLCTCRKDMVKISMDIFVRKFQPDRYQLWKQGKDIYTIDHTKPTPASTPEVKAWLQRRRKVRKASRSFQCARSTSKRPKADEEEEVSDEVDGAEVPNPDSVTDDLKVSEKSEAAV
core dimer inh – blocks dimerization of HCV core protein | 0.33% of 300,000 active | inhibition, % at 5 µM | TR-FRET GST/Flag-core106 dimerization, 1536-well;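 active = inhibition above the mean of all tested compounds plus 3 SD, set per screening campaign, cut at about 45% in these data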
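Assay system: Tagged HCV core106 pair (GST and Flag) | Buffer or medium: KF-containing HEPES buffer, pH 7.45, DTT, CHAPS, BSA | Also added: Eu donor and XL665 acceptor anti-tag antibodies | Dosing: One concentration, 5 µM, in 0.5% DMSO | Timing: 4 h at 22.5 °C | Technique: TR-FRET 671 and 617 nm emission | Repeats: Singlicate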
PP5 inh – blocks human protein phosphatase 5 activity; P53041; purified PP5c, OMFP substrate fluorescence; inhibition, % at 6.7 µM; 0.18% of 320,000 active; AID 1987;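 active = inhibition above the campaign's mean inhibition across all tested compounds plus 3 SD, cut at about 9.5% in these data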;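 note: 0% = DMSO only and 100% = 100 µM cantharidin control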
Target sequence (P53041 whole entry, looked up): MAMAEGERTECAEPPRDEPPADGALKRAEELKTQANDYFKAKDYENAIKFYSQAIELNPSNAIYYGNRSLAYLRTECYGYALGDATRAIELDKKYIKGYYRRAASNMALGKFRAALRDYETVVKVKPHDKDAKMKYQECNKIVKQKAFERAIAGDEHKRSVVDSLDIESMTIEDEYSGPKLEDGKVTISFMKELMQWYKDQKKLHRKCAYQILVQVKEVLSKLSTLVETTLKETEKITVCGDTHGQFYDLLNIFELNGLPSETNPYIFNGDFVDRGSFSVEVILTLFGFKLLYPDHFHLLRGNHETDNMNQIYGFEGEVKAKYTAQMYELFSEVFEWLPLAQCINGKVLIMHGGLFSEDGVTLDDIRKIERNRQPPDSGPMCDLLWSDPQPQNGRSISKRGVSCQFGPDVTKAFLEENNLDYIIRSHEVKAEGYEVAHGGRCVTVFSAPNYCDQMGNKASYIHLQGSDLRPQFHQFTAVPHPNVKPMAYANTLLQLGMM
proCasp3 act – activators of human procaspase-3; P42574; recombinant procaspase-3 D3A, Ac-DEVD-pNA absorbance 405 nm; activation, % at 8.5 µM; 0.11% of 330,000 active;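 active = activation above the mean of all tested compounds plus 3 SD, cut at about 21% in these data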;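 note: 0% = DMSO alone and 100% = DMSO wells spiked with extra 5 µM PC-3 D3A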
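System: Procaspase-3 D3A mutant. Medium: Zinc-free 300 mM NaCl, 50 mM HEPES, 0.01% Triton X-100. Schedule: 1 h preincubation plus 2 h reaction at 25 °C. Measured by: 405 nm absorbance of p-nitroaniline, reads at 0 and 120 min. Read-out: percent activation relative to control range.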
TPT1 inhibitor – inhibitors of Candida albicans tRNA 2'-phosphotransferase TPT1. recombinant caTPT1, FP RNA substrate dephosphorylation. inhibition, % at 5 µM. 0.81% of 300,000 active;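 active = inhibition above the mean of all tested compounds plus 3 SD, set per screening campaign, cut at about 24% in these data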;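 note: plate controls were DMSO alone for no effect and ferristatin control at 100 nM for full effect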
Active calls of the source: *; . = not tested or not shown; & = joins results of further samples.

SMILES	PP1 counter	Efflux pump mplx	proCasp7 act	Fh CTSL1 inh	JMJD2C inh	core dimer inh	PP5 inh	proCasp3 act	TPT1 inhibitor
CN1CCC(C2(O)c3ccccc3CCc3ccccc32)CC1	-3	0.1	19	-2	7	-3	2.8	3	-2
CC(=O)OC(C)CS(=O)(=O)c1ccccc1 (stereo not given)	1	-0.2	5	-4	-23	-3	-0.1	0	0
CCN1C(=O)CC(c2ccccc2)N(C2CCCC2)c2nc(Nc3ccc(C(=O)NC4CCN(C)CC4)cc3OC)ncc21 (stereo not given)	.	0.3	6	.	-17	.	.	3	.
NC(=O)c1cnn(C2CCS(=O)(=O)C2)c1 (stereo not given)	-6	0.2	1	-4	-4	-4	-0.2	11	2
CNC(=O)N(O)C1N(/N=C/c2ccc(N(C)C)cc2)C(=S)SC1(C)C (stereo not given)	-5	-0.1	1	-1	-11	-2	1.1	2	-2
CCn1ncc(/C=C/C(=O)Nc2c(C)nn(CC)c2C)c1C	2	0.3	6	2	-1	-2	-1.0	1	4
COC(=O)c1cc2sccc2n1CC(=O)Nc1ccc(OC)c(OC)c1OC	-1	-0.1	7	2	38&8	-6	0.6	8	2
Nc1c(C(=O)Nc2ccccc2)sc2nc3c(c(-c4ccco4)c12)CCC3	3	-0.2	-7	1	6	15	2.8	-9	11
Cc1ccc(C)c(NC(=O)CSc2nnc(-c3ccco3)o2)c1	-2	0.0	5	0	3	1	0.4	2	-3
CCOC(=O)N1CCN(C(=O)C(CC(C)C)NS(=O)(=O)c2ccc3c(c2)oc(=O)n3C)CC1 (stereo not given)	-3	0.0	6	8	6	-4	0.2	-3	-3
Cc1cc(=O)oc2cc(NC(=O)COc3cccc(C(F)(F)F)c3)ccc12	-4	-0.1	4	.	13	.	0.3	5	.
COc1ccccc1CNC(=O)COC(=O)CCN=C1NS(=O)(=O)c2ccccc21	-7	0.0	-3	-5	-2	2	-2.2	14	0
O=C(CSc1nc2c(sc3ccccc32)c(=O)n1CCCN1CCCC1)NCc1ccco1	1	0.7	-3	-4	-2	2	2.5	-7	3
CC12C(=O)N(c3ccc(OC(=O)c4ccco4)cc3)C(=O)C1C1c3ccccc3C2c2ccccc21 (stereo not given)	-1	-0.1	-9	2	2	4	4.4	1	1
CC(=NNC(=O)c1ccc(NS(=O)(=O)c2cccs2)cc1)c1ccc(OCC(N)=O)cc1	.	-0.1	7	.	4	.	.	5	.
COc1ccc2c(c1)c1nnc(SCC(=O)Nc3ccccc3F)nc1n2C	-2	0.0	-3	5	-2	15	-2.6	10	-2
COc1cccc2cc(C(=O)n3ccc(C)n3)c(=O)oc12	-2	-0.1	5	-2	3	1	0.7	10	-4
CN(c1cccc(NC(=O)c2cccc([N+](=O)[O-])c2)c1)S(C)(=O)=O	-3	-0.1	7	3	-4	3	-1.6	5	3
COc1cc(S(=O)(=O)NC2CCCC2)c(OC)cc1Cl	-1	0.1	-4	0	-11	-1	1.1	-8	-5
COc1cc(C(=O)N2CCN(S(=O)(=O)c3ccc(C)cc3)CC2)ccc1OCc1c(C)noc1C	2	0.0	4	1	9&7	8	2.1	5	-4
Cc1ccc(NC(=O)N2CCCN(Cc3ccc(F)cc3)C2)cc1C	-4	-0.2	15	3	1	3	0.9	8	-5
Cc1cc(C(=O)Nc2ccc(Cl)cc2)c2ccccc2n1	-3	0.1	5	1	58	1	3.5	1	-3
CC(=O)Nc1ccc(NC(=O)COC(=O)c2cc(S(=O)(=O)N3CCCC3)ccc2O)cc1	.	-0.2	3	.	2	.	.	2	.
Cc1coc2cc3oc(=O)cc(C)c3cc12	-2	-0.1	-2	5	1	-5	1.4	-6	-4
CC(NC(=O)C(c1ccccc1)c1ccccc1)c1ccc(S(N)(=O)=O)cc1 (stereo not given)	-3	-0.1	-4	-1	2	0	-1.9	1	-2

Some of these compounds in order of count of non-hydrogen atoms, rising:
SMILES	PP1 counter	Efflux pump mplx	proCasp7 act	Fh CTSL1 inh	JMJD2C inh	core dimer inh	PP5 inh	proCasp3 act	TPT1 inhibitor
Cc1coc2cc3oc(=O)cc(C)c3cc12	-2	-0.1	-2	5	1	-5	1.4	-6	-4
COc1cc(S(=O)(=O)NC2CCCC2)c(OC)cc1Cl	-1	0.1	-4	0	-11	-1	1.1	-8	-5
COc1cccc2cc(C(=O)n3ccc(C)n3)c(=O)oc12	-2	-0.1	5	-2	3	1	0.7	10	-4
Cc1ccc(C)c(NC(=O)CSc2nnc(-c3ccco3)o2)c1	-2	0.0	5	0	3	1	0.4	2	-3
Cc1ccc(NC(=O)N2CCCN(Cc3ccc(F)cc3)C2)cc1C	-4	-0.2	15	3	1	3	0.9	8	-5
Cc1cc(=O)oc2cc(NC(=O)COc3cccc(C(F)(F)F)c3)ccc12	-4	-0.1	4	.	13	.	0.3	5	.
COC(=O)c1cc2sccc2n1CC(=O)Nc1ccc(OC)c(OC)c1OC	-1	-0.1	7	2	38&8	-6	0.6	8	2
COc1ccccc1CNC(=O)COC(=O)CCN=C1NS(=O)(=O)c2ccccc21	-7	0.0	-3	-5	-2	2	-2.2	14	0
CC(=NNC(=O)c1ccc(NS(=O)(=O)c2cccs2)cc1)c1ccc(OCC(N)=O)cc1	.	-0.1	7	.	4	.	.	5	.
COc1cc(C(=O)N2CCN(S(=O)(=O)c3ccc(C)cc3)CC2)ccc1OCc1c(C)noc1C	2	0.0	4	1	9&7	8	2.1	5	-4
CC12C(=O)N(c3ccc(OC(=O)c4ccco4)cc3)C(=O)C1C1c3ccccc3C2c2ccccc21 (stereo not given)	-1	-0.1	-9	2	2	4	4.4	1	1
CCN1C(=O)CC(c2ccccc2)N(C2CCCC2)c2nc(Nc3ccc(C(=O)NC4CCN(C)CC4)cc3OC)ncc21 (stereo not given)	.	0.3	6	.	-17	.	.	3	.

Additional results.
SMILES	PP1 counter	Efflux pump mplx	proCasp7 act	Fh CTSL1 inh	JMJD2C inh	core dimer inh	PP5 inh	proCasp3 act	TPT1 inhibitor
COc1ccccc1NC(=O)Cn1c(CN2CCCCC2)nc2ccccc2c1=O	0	0.2	11	0	-8	2	0.7	15	1
Cc1noc(C)c1COc1ccc(C(=O)NCC2CCCO2)cc1 (stereo not given)	-2	-0.2	6	0	35	-7	-1.4	-2	2
O=C(CCCN1C(=O)c2ccccc2C1=O)Nc1nnc(C2CC2)s1	-5	-0.1	9	-3	5	8	-1.9	-1	-2
O=Cc1c(NCc2ccc(Cl)cc2)c2ccccc2[nH]c1=O	-3	-0.2	8	5	-3	-3	-2.2	4	-2
Cc1ccn2c(-c3n[nH]c(=S)n3Cc3ccccc3)c(C)nc2c1	-2	0.0	2	0	9	-11	1.9	2	0
O=C(Nc1c2c(nn1-c1ccc(F)cc1)CS(=O)C2)C12CC3CC(CC(C3)C1)C2 (stereo not given)	-1	0.0	1	0	-32	-4	-1.1	5	-6
CCOC(=O)c1cccc(NC(=O)COC)c1	-1	-0.2	9	-3	-2	-1	-1.1	0	-6
O=Cc1ccc(C(=O)OCC(=O)N2CCCC2)cc1	0	-0.1	3	-1	-5	0	2.6	5	3
O=C(Nc1nnc(S(=O)(=O)N2CCCCC2)s1)c1ccc(Cl)cc1	0	0.3	8	-3	4	-3	2.1	5	2
O=C(c1sc2ccccc2c1Cl)N(Cc1ccccc1)C1CCS(=O)(=O)C1 (stereo not given)	-2	-0.2	3	3	-5	-3	1.0	-3	-5
CC(C)Cc1ccc(/C=C/C(=O)N2CCOCC2)cc1	-1	-0.1	6	4	2	-1	1.3	8	-1
CN(C)c1cc[n+](Cc2c(Cl)cccc2Cl)cc1	-2	0.1	-5	2	5	1	2.6	7	5
COc1cccc(-c2ccc3c(N)c(C(=O)NC4CC4)sc3n2)c1	0	-0.1	-19	1	77	-2	-1.1	-18	-1
COc1ccc([C@H]2CC(=O)C=C(c3cc(C=O)ccc3OC)C2)cc1	5	0.0	-6	.	7	.	1.3	-10	.
O=C(Nc1ccn(Cc2ccc(Cl)cc2)n1)c1ccccc1	-4	0.1	4	-1	2	-2	-1.3	-3	-1
COc1ccnc(Nc2cccc(C)c2)c1C#N	-6	-0.2	8	3	-7	-1	3.2	13	2
C/C(=N/NC(=O)Cc1c(C)[nH][nH]c1=O)c1ccc(O)cc1	-3	0.0	1	-1	-5	-4	0.0	-11	1
CC1CCN(S(=O)(=O)c2ccc(NC(=O)c3cccs3)cc2)CC1	-3	0.0	12	2	1	-1	3.3	-6	-2
COc1cc(C2C3=C(CCCC3=O)OC3=C2C(=O)CCC3)ccc1OCC(=O)Nc1ccccc1	3	0.0	5	1	-6	2	2.3	3	-2
CCN(C(=O)CSc1nnc(Cn2nnc3ccccc32)o1)c1nc(-c2ccccc2)cs1	-1	0.1	-7	4	4	24	2.1	-2	-1
O=C(C[n+]1ccccc1)N/N=C/c1ccccc1F	-3	-0.1	5	-4	-2	-2	-1.0	3	-5
COc1ccccc1-c1nnc(SCC(=O)N2CCC(C)CC2)o1	-4	0.1	-10	4	-7	5	-0.2	1	7
O=C(c1ccccc1)n1ccc(-c2cnc(-c3ccccc3)s2)n1	-1	0.0	-2	0	1	0	4.6	2	1
COc1ccccc1C1CCN(Cc2ccccc2)CC1	-4	-0.1	-2	-5	5	6	-2.8	3	-1
O=C(CN(Cc1ccccc1F)C(=O)Cn1nnc(-c2cccs2)n1)NC1CCCCC1	-3	0.2	-7	2	1	4	1.4	-4	5

Remaining list, next part.
SMILES	PP1 counter	Efflux pump mplx	proCasp7 act	Fh CTSL1 inh	JMJD2C inh	core dimer inh	PP5 inh	proCasp3 act	TPT1 inhibitor
Cc1ccc(NC(=O)CSc2ccc(-c3ccccn3)nn2)cc1	-3	0.3	-6	-2	-9	-3	2.3	0	-1
COc1ccc([N+](=O)[O-])cc1NC(=S)NC(NC(=O)C(c1ccccc1)c1ccccc1)C(Cl)(Cl)Cl (stereo not given)	8	0.0	4	3	-11	14	0.6	-9	-5
CC(=O)c1cnc2nc(SCc3ccc(Cl)cc3)nn2c1C	-1	0.0	8	4	-3	8	3.9	6	-1
COc1cccc(CNC(=O)CN2C(=O)CCSc3ccc(S(=O)(=O)N4CCCC4)cc32)c1	1	0.1	0	-4	4	2	2.8	-6	5
N#CC1=C(N2CCOCC2)/C(=C\c2ccccc2)CC1	1	-0.1	-5	-1	27	10	4.5	-1	5
Cc1oc2ccc(OCc3ccc(Br)cc3)cc2c1C(=O)O	5	0.8	12	-5	-9	2	4.5	1	-1
CCOC(=O)NC1Cc2ccccc2C1Sc1ccccn1 (stereo not given)	-8	-0.1	6	16	5	-15	3.1	-3	-1
Cc1ccc(NC(=O)NNC(=O)c2snnc2C)cc1	-2	0.0	0	-1	1	-4	2.3	-7	5
COc1ccc(CN2CCNC(=O)C2CC(=O)NCCc2nc(C)c(C)s2)c(OC)c1 (stereo not given)	-3	0.0	5	0	10	-2	-0.1	-2	-2
CC(C)Cc1cc(C(=O)NCc2cccs2)no1	-3	0.0	-2	-4	32	10	1.2	0	-2
